High-throughput results as filed in PubChem.
VCAM1 TNFa inh: reduces TNF alpha induced VCAM1 expression in HUVEC; inhibition, % at 2 µM; AID 802; actives 0.48% (n = 95,000); HUVEC TNFa-induced VCAM-1 immunofluorescence, high-content imaging;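 active = inhibition above the batch mean plus 3 SD, with images confirmed as a hit by eye, cut at about 37% in these data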;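 also: 0% = TNF-stimulated DMSO wells and 100% = unstimulated control wells; not every result past the cut was called active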
H69AR growth 86K: blocks growth of human H69AR lung tumor cells. actives 6% (n = 85,000). viability, % at 10 µM. H69AR lung tumor viability, ATP luminescence, 72 h; active compounds read low;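 active = viability at or below 40%; inactive = viability above 40%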;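 also: multidrug resistant small cell line overexpressing MRP-1 efflux transporter; 100% = mean luminescence of untreated control wells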
HUVEC tox IL1B: HUVEC cytotoxicity counter-screen, IL-1B stimulated | HUVEC cell count loss, Hoechst imaging | actives 0.41% (n = 94,000) | cell count reduction, % at 2 µM | AID 845;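 active = cell count reduction more than 3 SD above the screen-wide mean, cut at about 70% in these data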;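 also: normalized per plate to untreated control cells as the no-loss baseline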
HUVEC inhibit: blocks proliferation of human endothelial cells; actives 1.1% (n = 86,000); viability, % at 10 µM (by protocol); HUVEC proliferation, CellTiter-Glo luminescence, 72 h; active compounds read low;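 active = viability at or below 30%; inactive = viability above 30%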;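 also: 100% = median luminescence of DMSO-only cell control wells on each plate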
Fibroblast inh: blocks proliferation of human lung fibroblasts; LL 47 human lung fibroblast viability, ATP luminescence; active compounds read low; AID 719; viability, % at 10 µM; actives 1.1% (n = 85,000);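 active = viability at or below 50% in the single dose screen; inactive = viability above 50%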;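 also: compound exposure lasted 72 h before the ATP readout; 100% = median luminescence of untreated cell-only wells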
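Benchmarks: Cell-only wells, no compound | Test system: LL 47 human lung fibroblasts, passage 12 or lower | Input: 1,150 cells/well | Measured by: CellTiter-Glo luminescence measuring cellular ATP | Medium: IMEM, 15% FBS supplement | Schedule: Overnight attachment after seeding, then 72 h compound exposure at 37 °C | Doses: Compound addition at 0.1% DMSO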
Smad3 FoxH1 inh: inhibitors of human Smad3 transcription factor binding; AID 630; actives 0.29% (n = 88,000); TR-FRET Smad3/Dy647-FoxH1 peptide binding, europium anti-His; inhibition, % at 25 µM;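 active = compounds that reduce the energy-transfer binding signal between the protein and its labelled peptide by more than half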;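 also: 0% = Smad3 plus labelled peptide maximal FRET and 100% = peptide-only background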
Target sequence (P84022 whole entry, looked up): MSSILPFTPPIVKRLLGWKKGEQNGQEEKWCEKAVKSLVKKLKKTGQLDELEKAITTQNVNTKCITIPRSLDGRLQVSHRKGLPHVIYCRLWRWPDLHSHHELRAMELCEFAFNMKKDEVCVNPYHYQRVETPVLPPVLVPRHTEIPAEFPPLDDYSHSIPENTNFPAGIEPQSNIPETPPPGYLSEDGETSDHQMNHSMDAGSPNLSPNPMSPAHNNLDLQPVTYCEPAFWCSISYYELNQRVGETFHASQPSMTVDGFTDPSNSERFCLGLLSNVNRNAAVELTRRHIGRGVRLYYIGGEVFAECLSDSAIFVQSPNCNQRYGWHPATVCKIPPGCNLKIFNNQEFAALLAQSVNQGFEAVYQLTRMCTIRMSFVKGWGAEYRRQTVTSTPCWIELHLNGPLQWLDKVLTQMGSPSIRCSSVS
HUVEC tox TNFa: HUVEC cytotoxicity counter-screen, TNF alpha stimulated; HUVEC TNFalpha-stimulated, Hoechst cell count, imaging; cell count reduction, % at 2 µM; actives 0.17% (n = 93,000);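 active = cell count reduction exceeding the screen mean by over 5 SD, scaled to untreated wells per plate, cut at about 78% in these data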;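 also: cells counted after 24 h of TNF alpha exposure following the 1 h pretreatment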
F-actin modifier: modifiers of cytoskeleton assembly. actives 0.18% (n = 91,000). AID 836. inhibition, % at 2 µM. HUVEC TNFa F-actin phalloidin imaging, high content;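 active = inhibition above the batch mean plus 3 SD and confirmed as a hit by visual image inspection, cut at about 30% in these data, passing the limit was not always enough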; also: strong numbers were not always called active
PTK2B oligo ant: Pyk2 (human) oligomerization antagonism. z-score (the deposit names both 25 µM and 10 µM). Q14289. AID 1347419. actives 0.83% (n = 99,000). Q293 cells, Pyk2 FERM NanoBiT luminescence; active compounds read low;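 active = Z-score of -3 or lower, scaled per plate to the spread of control and sample wells; inactive = z-score above -3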;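 also: negative z-score means lost luminescence so less FERM oligomerization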
An asterisk follows results filed as active; nt = no result given. This is a subset; the hit share may differ from the screen's.

nr	molecule	VCAM1 TNFa inh	H69AR growth 86K	HUVEC tox IL1B	HUVEC inhibit	Fibroblast inh
1	CCOC(=O)c1c(C)[nH]c(C(=O)COC(=O)c2ccncc2)c1C	0	96	-11	73	100
2	Nn1c(Nc2ccccc2)nc2ccccc21	4	97	-4	100	107
3	COc1ccc(N(C)C(=O)CCS(=O)(=O)c2cccc3nonc23)cc1	0	87	24	101	101
4	CCCCN(CCCC)C(=O)c1ccccc1NC(=O)CN1C(=O)c2ccccc2C1=O	20	91	-3	92	98
5	CC(C)C(c1nnnn1Cc1ccco1)N1CCN(C2CCCC2)CC1 (stereo not drawn)	4	88	-2	90	87
6	CN=c1scc(C)n1/N=C/c1ccc(O)cc1	-25	68	30	94	92
7	CCOC(=O)c1ccccc1NC(=O)CSc1cccc[n+]1[O-]	-1	84	-8	94	94
8	CCN1C(=O)/C(=C2/Sc3ccccc3N2CCCS(=O)(=O)O)SC1=S	1	110	-27	105	103

nr	Smad3 FoxH1 inh	HUVEC tox TNFa	F-actin modifier	PTK2B oligo ant
1	3	26	-8	1.1
2	-16	-12	nt	-0.33
3	-5	8	-4	1.1
4	7	-13	nt	0.82
5	4	12	-23	0.6
6	8	-21	-4	0.93
7	13	-11	7	0.23
8	1	-14	0	-0.73

Given as labelled records: entries from further up.
6: CN=c1scc(C)n1/N=C/c1ccc(O)cc1
  VCAM1 TNFa inh: -25	H69AR growth 86K: 68	HUVEC tox IL1B: 30	HUVEC inhibit: 94	Fibroblast inh: 92	Smad3 FoxH1 inh: 8	HUVEC tox TNFa: -21	F-actin modifier: -4	PTK2B oligo ant: 0.93
7: CCOC(=O)c1ccccc1NC(=O)CSc1cccc[n+]1[O-]
  VCAM1 TNFa inh: -1	H69AR growth 86K: 84	HUVEC tox IL1B: -8	HUVEC inhibit: 94	Fibroblast inh: 94	Smad3 FoxH1 inh: 13	HUVEC tox TNFa: -11	F-actin modifier: 7	PTK2B oligo ant: 0.23
8: CCN1C(=O)/C(=C2/Sc3ccccc3N2CCCS(=O)(=O)O)SC1=S
  VCAM1 TNFa inh: 1	H69AR growth 86K: 110	HUVEC tox IL1B: -27	HUVEC inhibit: 105	Fibroblast inh: 103	Smad3 FoxH1 inh: 1	HUVEC tox TNFa: -14	F-actin modifier: 0	PTK2B oligo ant: -0.73

(list continues)
nr	molecule	VCAM1 TNFa inh	H69AR growth 86K	HUVEC tox IL1B	HUVEC inhibit	Fibroblast inh
9	Cc1csc2nc3ccccc3c(=O)n12	-14	94	-34	99	105
10	O=C(NCc1ccncc1)C12CC3CC(CC(C3)C1)C2	-12	106	-8	89	98
11	COc1ccc(-c2csc(N3CCN(C(=O)c4ccco4)CC3)n2)cc1	12	97	2	81	104
12	Cc1cccc(-c2noc(CN(C(=O)c3ccc(Br)o3)C(C)C)n2)c1	6	92	-30	117	102
13	Cc1cc(C)n(C(=O)CCNC(=O)c2ccccc2Cl)n1	-16	104	14	94	99
14	CC(=O)c1cn(CC(=O)Nc2ccc(C)cc2C)c2ccccc12	-9	93	-15	86	92
15	C=CCOC(=O)C1=C(C)NC(=O)NC1C1CC=CCC1 (stereo not drawn)	-8	102	-3	99	96
16	Cc1cc(NCCCN2CCOCC2)n2ncc(-c3ccccc3)c2n1	-20	26*	21	83	86

nr	Smad3 FoxH1 inh	HUVEC tox TNFa	F-actin modifier	PTK2B oligo ant
9	-6	nt	-6	0.3
10	2	-7	-33	0.86
11	-18	-44	6	nt
12	-18	-6	8	-0.94
13	4	-8	5	-0.68
14	11	-22	21	0.34
15	0	0	10	0.25
16	3	24	-59	0.06

(listing goes on)
nr	molecule	VCAM1 TNFa inh	H69AR growth 86K	HUVEC tox IL1B	HUVEC inhibit	Fibroblast inh
17	COc1ccc(NC(=O)C2CCN(S(=O)(=O)c3ccc(OC)c(OC)c3)CC2)cc1	1	98	1	105	103
18	CCOC(=O)N1CCN(C(=O)C(C)(C)Oc2ccc(Cl)cc2)CC1	12	85	2	94	104
19	Cc1ccc2c(c1)N(C(=O)NC1CCCCC1)C(C)(C)CC2C (stereo not drawn)	12	40	-67	85	99
20	Cc1c(NS(=O)(=O)c2cccc(C(=O)NCc3ccncc3)c2)c(=O)n(-c2ccccc2)n1C	15	99	8	98	94
21	CN(C)S(=O)(=O)c1ccc2oc(SCC(=O)NCC(F)(F)F)nc2c1	-16	85	-39	92	95
22	Cc1cn(C(=O)C(C)N2C(=O)c3ccccc3C2=O)c(C)n1 (stereo not drawn)	-17	85	87*	97	98
23	Cc1csc2ncc(C(=O)NCc3ccco3)c(=O)n12	3	84	-20	87	93
24	O=C(N/N=C1/C(=O)c2cccc3cccc1c23)c1ccc(Cl)cc1	18	nt	9	nt	nt

nr	Smad3 FoxH1 inh	HUVEC tox TNFa	F-actin modifier	PTK2B oligo ant
17	5	9	-5	-0.04
18	2	-36	6	nt
19	-6	-1	-15	0.53
20	3	-3	-6	1.3
21	1	-2	-46	1.3
22	12	-12	-5	0.19
23	8	-8	3	0.44
24	nt	6	-2	-0.01

More structures
nr	molecule	VCAM1 TNFa inh	H69AR growth 86K	HUVEC tox IL1B	HUVEC inhibit	Fibroblast inh
25	CCOc1ccccc1CNn1nnnc1N	-8	90	31	93	108
26	O=C(CCN1CCc2ccccc2C1)Nc1ccccc1F	12	109	5	94	93
27	N/C(=N\OC(=O)c1ccc(Cl)cc1)c1nonc1N	3	nt	-10	nt	nt
28	CCSc1nc2ccccc2n1CCC(=O)O	11	102	12	109	101
29	O=C(Nc1ccccc1)N1CCCN(Cc2ccccc2F)C1	1	91	-16	109	109
30	COc1ccccc1N(CC(=O)NC1CCCC1)C(=O)CCC(=O)Nc1cc(C)on1	-9	99	17	88	93
31	CCOC(=O)C(NC(=O)c1ccc(OC)cc1)(OCC1(CC)COC1)C(F)(F)F (stereo not drawn)	-13	98	-14	88	102
32	COc1ccc(C(=O)C2CN(c3ccccc3)CC2c2ccc(Cl)cc2)cc1 (stereo not drawn)	3	nt	-21	nt	nt

nr	Smad3 FoxH1 inh	HUVEC tox TNFa	F-actin modifier	PTK2B oligo ant
25	-6	-11	7	1
26	-7	-22	-8	0.06
27	nt	-6	13	1.6
28	4	28	4	0.34
29	-1	-6	25	0.7
30	-3	1	28	-0.56
31	20	2	-10	0
32	nt	-20	-1	0.02

Continuation:
nr	molecule	VCAM1 TNFa inh	H69AR growth 86K	HUVEC tox IL1B	HUVEC inhibit	Fibroblast inh
33	COc1ccc(NC(=O)c2cc(-c3cc(C)ccc3O)n[nH]2)cc1Cl	16	42	-4	87	108
34	Cn1c(=O)n(Cc2ccc(F)cc2)c(=O)c2c1nc1n2CCCN1Cc1ccccc1	7	38*	14	94	85
35	CCCc1n[nH]c2c1/C(=N\O)CCC2	-3	89	-88	98	109
36	CCCS(=O)(=O)N1CCN(Cc2ccc(OCc3ccccc3)c(OC)c2)CC1	11	84	-120	106	94
37	O=C(CCN1C(=O)C2CC=C(Cl)CC2C1=O)NCc1ccccc1 (stereo not drawn)	23	103	-7	101	104
38	CCn1c(SCc2ccc(C(=O)Nc3nccs3)cc2)nnc1-c1ccc(N)cc1	35	nt	-16	nt	nt
39	O=C(Nc1nn(Cc2ccccc2F)cc1Br)c1cccs1	-4	87	-3	95	98
40	CCOC(=O)N1CCN(C(=O)c2cccc(NC(=O)c3ccco3)c2)CC1	6	96	-33	93	101

nr	Smad3 FoxH1 inh	HUVEC tox TNFa	F-actin modifier	PTK2B oligo ant
33	3	18	-4	-1.2
34	3	3	-8	-0.18
35	11	-6	3	-0.01
36	8	-2	-2	-0.11
37	1	-11	6	1.1
38	nt	-5	1	-0.32
39	-8	4	0	0.42
40	-15	-20	5	0.44

Compound profiles, as listed above. Order of values: VCAM1 TNFa inh, H69AR growth 86K, HUVEC tox IL1B, HUVEC inhibit, Fibroblast inh, Smad3 FoxH1 inh, HUVEC tox TNFa, F-actin modifier, PTK2B oligo ant
`CCN1C(=O)/C(=C2/Sc3ccccc3N2CCCS(=O)(=O)O)SC1=S` across the screens: 1, 110, -27, 105, 103, 1, -14, 0, -0.73
`O=C(Nc1ccccc1)N1CCCN(Cc2ccccc2F)C1` across the screens: 1, 91, -16, 109, 109, -1, -6, 25, 0.7

(list continues)
nr	molecule	VCAM1 TNFa inh	H69AR growth 86K	HUVEC tox IL1B	HUVEC inhibit	Fibroblast inh
41	O=C(COc1ccc(Cl)cc1Cl)NC(=O)N1CCCCC1	-9	97	19	102	106
42	O=C(c1cnn2c1NC(c1ccc(Br)cc1)CC2C(F)(F)F)N1CCN2CCCC2C1 (stereo not drawn)	-4	88	-11	63	88
43	Cc1ccc(NC(=O)CCC(=O)NNC(=O)c2cccc([N+](=O)[O-])c2)cc1C	10	nt	-28	nt	nt
44	CC1CCN(C(=O)C2(NC(=O)Nc3cccc(F)c3)CCCCC2)CC1	-6	101	20	101	98
45	CCOc1cc(C)c(Cl)cc1S(=O)(=O)n1nnc2ccccc21	4	98	-22	99	96
46	O=C(Cn1cnc2sc(-c3ccccc3)cc2c1=O)NCc1ccco1	4	26*	22	54	68
47	CCOc1ccc(OCc2ccc(C(=O)NCc3cccnc3)o2)cc1	14	91	-10	104	97
48	CC(C)(C)NC(=O)c1sccc1C(=O)O	nt	110	-34	105	93

nr	Smad3 FoxH1 inh	HUVEC tox TNFa	F-actin modifier	PTK2B oligo ant
41	1	-8	3	1.2
42	-6	-26	12	0.44
43	nt	-2	0	0.64
44	-6	-10	3	-0.07
45	-3	-1	-5	0.17
46	-7	-3	4	0.75
47	15	9	-18	-0.26
48	-11	nt	nt	0.2

Following part.
nr	molecule	VCAM1 TNFa inh	H69AR growth 86K	HUVEC tox IL1B	HUVEC inhibit	Fibroblast inh
49	COc1ccc(NC(=O)CNc2cccc(C#N)c2)cc1Cl	-13	108	4	93	106
50	O=C(Nc1c(Cl)cc(Cl)cc1C(=O)NCc1cccnc1)c1ccc(Cl)cc1Cl	2	nt	0	nt	nt
51	O=c1nc2n(c3c4c(sc13)CCC4)CCC2	5	95	2	89	99
52	Nc1nc2c3ccccc3nc(C3CC3)n2n1	9	92	-2	104	90
53	COc1ccccc1-n1nnnc1S(=O)(=O)Cc1ccc(Cl)cc1	nt	1.4*	nt	12*	25*
54	Cc1ccc(CC(=O)Nc2nc3ccccc3s2)cc1	-8	99	-6	78	100
55	Cn1ccnc1SCC(=O)N(C1CCCCC1)C1CCCCC1	5	97	11	115	96
56	COC(=O)[C@@H](NC(=O)Nc1ccccc1F)C(C)C	-7	nt	10	91	95

nr	Smad3 FoxH1 inh	HUVEC tox TNFa	F-actin modifier	PTK2B oligo ant
49	-2	-15	3	-0.55
50	nt	-18	-31	0.29
51	-7	-25	12	0.54
52	4	-1	0	-0.36
53	4	nt	nt	-2.7
54	0	10	-7	-0.74
55	5	-7	0	0.69
56	6	-32	14	-0.55
